# High-throughput results from PubChem.
# PPARg SRC1 recr = PPARgamma-driven SRC-1 recruitment agonism | P37231 | PPARgamma-SRC-1 coactivator recruitment biochemical assay | activation, % at 8 µM | 200,000 compounds, 0.41% hits | AID 631; in the data active = activation above about 19%;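 note: 0% = DMSO and 100% = reference agonist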
# Target sequence (P37231 whole entry, looked up): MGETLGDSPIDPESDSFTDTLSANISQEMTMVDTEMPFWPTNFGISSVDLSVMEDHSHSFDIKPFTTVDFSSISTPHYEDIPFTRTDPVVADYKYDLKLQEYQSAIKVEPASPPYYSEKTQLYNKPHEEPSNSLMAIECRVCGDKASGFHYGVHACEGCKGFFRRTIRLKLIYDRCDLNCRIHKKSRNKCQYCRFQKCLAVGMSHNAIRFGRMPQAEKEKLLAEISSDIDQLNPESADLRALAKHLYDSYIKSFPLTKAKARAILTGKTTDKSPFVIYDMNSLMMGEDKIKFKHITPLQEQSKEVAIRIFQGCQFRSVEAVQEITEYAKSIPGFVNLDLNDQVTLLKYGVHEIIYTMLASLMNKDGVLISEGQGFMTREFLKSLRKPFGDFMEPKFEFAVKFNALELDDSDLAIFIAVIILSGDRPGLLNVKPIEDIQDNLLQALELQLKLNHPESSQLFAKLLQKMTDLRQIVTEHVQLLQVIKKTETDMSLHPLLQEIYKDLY
# RAM network inh = inhibitors of the yeast RAM network; AID 868; inhibition, % at 50 µM; 190,000 compounds, 1.8% hits; S. cerevisiae dse1pr::URA3 reporter, 5-FOA growth OD615, 2 d; analog-sensitive cbk1-as2 kinase mutant strain;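 active = inhibition above a set limit, 3 SD over mean compound inhibition, cut at about 8.4% in these data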;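 note: 0% = DMSO-only wells with no growth and 100% = 10 µM 1-NA-PP1 full growth; inhibition rescues growth on 5-FOA so higher OD means more RAM inhibition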
# ROMK primary = human ROMK K+ channel modulation, primary screen; P48048; Tet-inducible ROMK, thallium flux fluorescence; actives lie on both sides; B-score at 10 µM; 130,000 compounds, 2% hits; AID 1918;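 active = signal ratio slope over the read window, or its plate-corrected B-score, at least 3 SD from the plate mean, either direction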;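 note: B-score of the F/F0 ratio slope over 7 to 12 s after thallium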
# Redox H2O2 prof = compounds producing H2O2 with reducing agent – biochemical, NIH compound library profiling, artefact control for MLSCN library redox annotation, primary screen; DTT-dependent redox cycling H2O2, phenol red/HRP absorbance; 100% = 100 µM peroxide control, 0% = buffer; activation, % at 10 µM; 200,000 compounds, 0.03% hits;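 active = activation of at least 50% relative to the plate's high and low controls in the primary single-dose screen; inactive = activation below 50%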;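 note: compound incubated with DTT at 0.8 mM final as the reducing agent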
# Lmaj promast = Leishmania major promastigote growth inhibition | 200,000 compounds, 9% hits | inhibition, % at 10 µM | Leishmania major promastigotes, resazurin fluorescence viability; in the data active = inhibition above about 50%;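 note: promastigotes grown with compound for 44 hours at 28 °C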
# HMGR II inh = blocks class II HMG-CoA reductase of Enterococcus faecalis. purified E. faecalis HMGR, NADPH absorbance 340 nm kinetic. inhibition, % at 10 µM. 190,000 compounds, 0.41% hits;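 active = inhibition above a set limit, the median over all tested compounds plus 3 SD, cut at about 9.5% in these data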;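 note: enzyme runs in reverse so mevalonate oxidation gives rising NADPH absorbance; 0% = complete reaction with DMSO and 100% = background rate lacking mevalonate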
# S1P3 antag = blocks the human S1P3 receptor; Q99500; CHO S1P3 NFAT-BLA reporter, FRET fluorescence, antagonist mode; inhibition, % at 4.98 µM; 170,000 compounds, 0.27% hits; AID 485;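 active = inhibition above the plate cutoff, the mean inhibition of test wells on that plate plus 3 SD, cut at about 28% in these data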;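 note: cells challenged with S1P at its EC80 of 0.8 µM; blue over green emission ratio from cleaved BLA substrate after 4 h stimulation; 0% = S1P-stimulated wells and 100% = unstimulated DMSO-only wells; some compounds past the cut are filed as inactive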
# Target sequence (Q99500 whole entry, looked up): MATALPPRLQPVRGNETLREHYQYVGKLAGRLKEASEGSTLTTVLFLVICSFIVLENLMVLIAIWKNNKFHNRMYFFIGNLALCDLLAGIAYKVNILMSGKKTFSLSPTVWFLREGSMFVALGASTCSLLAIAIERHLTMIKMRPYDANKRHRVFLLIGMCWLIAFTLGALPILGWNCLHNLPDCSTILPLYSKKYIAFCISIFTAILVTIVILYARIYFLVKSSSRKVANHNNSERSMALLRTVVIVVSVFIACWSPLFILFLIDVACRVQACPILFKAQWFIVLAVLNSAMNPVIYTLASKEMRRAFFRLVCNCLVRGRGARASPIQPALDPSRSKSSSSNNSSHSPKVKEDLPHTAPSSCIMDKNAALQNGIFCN
# PPARg SRC-3 ag = PPARgamma-driven SRC-3 recruitment agonism; AID 731; activation, % at 8 µM; 200,000 compounds, 0.26% hits; P37231; biochemical PPARgamma/SRC-3 coactivator recruitment assay; in the data active = activation above about 23%;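 note: 0% = DMSO and 100% = reference agonist; some compounds past the cut are filed as inactive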
# PPARg SRC-2 ag = promotes SRC-2 coactivator recruitment by human PPARgamma. PPARgamma LBD-SRC-2 recruitment, biochemical. activation, % at 8 µM. 200,000 compounds, 0.34% hits. AID 1032; in the data active = activation above about 22%;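 note: 0% = vehicle and 100% = reference agonist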
# SRC2 TRFRET art = counter-screen for PPARgamma SRC-2 recruitment agonists: TR-FRET artefact. hits give high values. TR-FRET ratio at 8 µM. 200,000 compounds, 0.4% hits. AID 1049; in the data active = TR-FRET ratio above about 2000; note: inactives centre near 1500
# bIAP inhibitor = intestinal alkaline phosphatase (bovine) inhibition | purified bovine IAP, CDP-star luminescence, 30 min | inhibition, % at 20 µM | 190,000 tested, under 10 active | AID 1019;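 active = over 50% inhibition of intestinal alkaline phosphatase at 20 µM in the single-dose screen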
#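 test system = bovine IAP enzyme | medium = DEA buffer 100 mM, pH 9.8, with MgCl2 1.0 mM, ZnCl2 0.02 mM | detection = luminescence | dosing = single compound dose of 20 µM, 2% DMSO final | incubation = 30 min reaction at room temperature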
# Active calls of the source: *; x = not tested or not shown. Rows are unselected. About 13% of those tested had a hit in this group.
SMILES,PPARg SRC1 recr,RAM network inh,ROMK primary,Redox H2O2 prof,Lmaj promast,HMGR II inh,S1P3 antag,PPARg SRC-3 ag,PPARg SRC-2 ag,SRC2 TRFRET art,bIAP inhibitor
Oc1ccc(Br)cc1-c1nc2cnccn2c1NC1CCCC1,5,-1.4,-1.2,-1.1,4,-6,x,1,4,1482,8
N#CNC(=Nc1cccc(F)c1)SCc1cccc(F)c1,0,4.2,x,0.3,2,-4,12,-1,-1,1506,12
CCCc1oc(C(=O)O)cc1CN,-6,0.6,1.1,1.6,-3,-3,x,5,5,1560,9
Cc1cc(C)n(CC(=O)c2cccc([N+](=O)[O-])c2)n1,6,0.5,-0.035,-1.9,-3,-1,-9,10,8,1672,-3
CC(O/N=C/c1ccccc1OC(F)F)C(=O)Nc1cccc(S(=O)(=O)N2CCOCC2)c1 (stereo not drawn),12,2.2,-1.3,-0.6,51*,-6,-3,4,4,1591,7
CC1CCCN(C(=S)SCC(=O)c2cc(Br)cc(Br)c2O)C1 (stereo not drawn),1,3.7,0.91,-0.3,15,-2,-13,4,3,1526,7
Cc1ccc(C)c(NC(=O)CN(C)C(=O)c2cccc(S(=O)(=O)N(C)C)c2)c1,4,1.9,-0.35,0.0,6,-7,-10,5,-2,1569,3
Cc1cccc(C)c1Nc1nnc(SCC(=O)Nc2sccc2C#N)s1,5,1.7,-2.1,-0.1,6,-4,-5,6,1,1710,-9
CCc1nc2c(cnn2-c2ccc(F)cc2)c(=O)n1-c1ccc(N2CCC(C)CC2)cc1,3,0.1,x,-2.9,38,2,x,4,2,1621,2
CCOC(=O)C1CCCN(C(=O)COc2ccc(S(=O)(=O)N(CC)c3ccccc3)cc2)C1 (stereo not drawn),6,0.3,0.35,0.9,-2,-2,5,6,8,1597,-21
COc1ccc(C(=O)N2CCN(c3cnn(-c4ccccc4)c(=O)c3Cl)CC2)cc1,6,3.1,-0.26,-0.5,9,-3,12,6,6,1539,-4
Cc1ccnc(NS(=O)(=O)c2ccc(Oc3ccccc3)cc2)c1,0,3.2,-0.69,0.3,-4,-4,x,-7,1,1403,14
COc1ccc(NC(=O)COc2ccccc2C#N)c(S(=O)(=O)N2CCCCC2)c1,0,2.4,x,-2.6,10,-7,16,-1,-3,1532,0
O=C(Nc1ccccc1)C1=C(c2ccccc2)S(=O)(=O)CCS1(=O)=O,-3,4.2,x,0.0,-1,-6,-3,4,-5,1642,-10
O=C(/C=C\c1ccccc1)Oc1cccc2cccnc12,1,-1.1,0.0068,-0.2,98*,-2,-1,-3,4,1592,-13
COc1ccccc1CNC(=O)C1CCN(S(=O)(=O)c2cccc3cccnc23)CC1,-1,0.6,x,-0.4,-3,-1,3,6,5,1554,6
CS(=O)(=O)N(CC(=O)NCc1ccccc1)C1CCCCC1,2,0.0,0.3,-0.6,-4,-1,x,-1,9,1585,2
CN(C)C(=O)C1C2NC(=S)N(c3cccc(Cl)c3)C1(C)Oc1ccc(Cl)cc12 (stereo not drawn),9,2.5,-2.1,-0.2,7,-5,7,6,4,1626,-2
COc1cc(/C=C/C(=O)O)ccc1OCc1ccccc1C#N,2,1.9,x,-0.3,6,-1,-9,-4,-1,1462,8
Cc1ccc(CN2C(=O)c3ccccc3NC2c2ccccn2)cc1 (stereo not drawn),4,1.8,x,-0.7,63*,-5,5,3,2,1688,0

# Single records, as listed above. Screens in order: PPARg SRC1 recr, RAM network inh, ROMK primary, Redox H2O2 prof, Lmaj promast, HMGR II inh, S1P3 antag, PPARg SRC-3 ag, PPARg SRC-2 ag, SRC2 TRFRET art, bIAP inhibitor
# `Cc1ccc(C)c(NC(=O)CN(C)C(=O)c2cccc(S(=O)(=O)N(C)C)c2)c1` is entered as 4, 1.9, -0.35, 0.0, 6, -7, -10, 5, -2, 1569, 3
# `Cc1cccc(C)c1Nc1nnc(SCC(=O)Nc2sccc2C#N)s1` is entered as 5, 1.7, -2.1, -0.1, 6, -4, -5, 6, 1, 1710, -9

# Carrying on.
SMILES,PPARg SRC1 recr,RAM network inh,ROMK primary,Redox H2O2 prof,Lmaj promast,HMGR II inh,S1P3 antag,PPARg SRC-3 ag,PPARg SRC-2 ag,SRC2 TRFRET art,bIAP inhibitor
O=C(CS(=O)c1ccc(C(F)(F)F)cc1[N+](=O)[O-])Oc1ccc(Cl)cc1 (stereo not drawn),2,4.0,x,2.0,2,5,x,-6,-5,1477,6
COc1cc(C2c3c(oc4c(C)cc(C)cc4c3=O)C(=O)N2Cc2cccnc2)ccc1O (stereo not drawn),-8,x,x,0.3,19,x,-13,0,-3,1586,x
Cc1ccsc1C(=O)N1CC(=O)Nc2ccccc21,3,0.8,1.1,-2.4,-1,-7,-13,8,0,1552,9
CCC(c1nnnn1Cc1ccccc1)N1CCN(C(=O)c2ccco2)CC1 (stereo not drawn),5,4.2,0.68,0.0,15,-4,-2,-4,0,1643,1
CCOc1ccccc1OCC(=O)NNC(=O)Cn1cnc2c1c(=O)n(C)c(=O)n2C,4,2.8,0.012,-1.7,-14,0,-40,2,-4,1655,-38
CC(=O)OCC(=O)Nc1c(C)cc(C)cc1C,-2,0.4,0.011,-0.3,-6,-6,-1,3,6,1622,1
O=C(CNS(=O)(=O)c1ccc(F)cc1)N1CCN(c2ccc(F)cc2)CC1,6,1.0,-0.19,-0.5,2,0,-18,7,22,1697,17
COc1cc(CNC(C)(C)CO)cc(Br)c1OCc1ccc(Cl)cc1Cl,-1,-0.8,-1.4,-0.2,100*,-4,-8,-2,0,1449,17
Cc1c(Cl)cccc1NC(=S)N1CCc2ccccc2C1,1,3.3,1.7,10,28,-6,-7,-3,5,1502,2
Cc1nc2cc(C(=O)O)ccc2n1C1CCCCC1,2,0.2,x,1.6,-2,-1,x,-4,8,1635,10
O=C(O)CCCNC(=O)Nc1ccccc1,2,0.4,1.1,0.6,-6,2,-11,-1,-2,1612,16
Cc1cccc(Nc2c(-c3ccc(O)cc3)nc3ncccn23)c1,14,1.8,0.17,10,20,-7,0,4,4,1857,8
CN(c1ccccc1)S(=O)(=O)c1ccc(NC(=S)NC(=O)C2CC2)cc1,3,2.2,0.6,-0.3,75*,4,7,2,5,1679,3
CC(NCc1ccc(F)cc1)C(=O)NC1CCCCC1 (stereo not drawn),-6,-1.2,x,-0.1,1,-1,2,-5,-3,1539,-16
Cc1ccc(C(=O)C2C(=O)c3ccccc3C2=O)cc1,-2,-0.8,x,0.4,-6,0,x,2,14,1722,-2
O=C(Nc1ccccc1)c1cc(-n2cnnc2)ccc1Cl,5,0.9,x,0.5,-5,-9,x,14,12,1558,-9
O=C(c1cnn(C(=O)c2ccccc2)c1)c1ccccc1O,7,-0.9,-1.2,-0.4,-7,0,-13,-1,11,1441,-26
Cc1noc(C)c1S(=O)(=O)Nc1ccc(C(=O)N2CCN(c3cccc(Cl)c3)CC2)cc1,3,3.9,0.63,0.0,-5,-3,x,3,16,1483,-2
CC(=O)Nc1ccc(N(C(=O)c2cnccn2)C(C(=O)NC2CCCCC2)c2ccc(O)cc2)cc1 (stereo not drawn),-1,-1.1,0.74,-1.0,-7,2,3,7,-3,1599,14
Cc1ccc(Oc2ccccc2)c(NC=O)c1,-1,0.4,x,2.0,1,-4,x,2,-1,1433,0
Cc1ccc2c3c(c(SCC(=O)Nc4nccs4)nc2c1)CCCC3,14,4.0,x,1.1,-1,-5,x,13,4,1467,9
CCOC(=O)c1c(C)[nH]c(C(=O)OCC(=O)NC(C)C)c1C,-4,1.4,-0.07,1.3,-13,0,x,0,-4,1409,6
Cc1nn(CCc2n[nH]c(=S)n2-c2ccc(F)cc2)c(C)c1[N+](=O)[O-],5,-0.5,0.31,-0.2,1,-1,x,4,0,1724,0
O=c1cc(CO)occ1OCc1cccc(F)c1,-4,0.8,x,1.8,0,-9,x,-2,-7,1310,-1
COc1ccc(-n2nnc3c(=O)n(CC(=O)N4CCCCC4)cnc32)cc1,-4,x,x,-0.3,1,x,-23,-4,-5,1464,6
CCOC(=O)/C(C#N)=C/c1cn(CCC(=O)O)nc1-c1cccc(Cl)c1,2,1.1,0.00022,-0.2,-6,-3,3,0,-2,1493,-8
Cc1ccsc1C(=O)OCC(=O)N1CCOCC1,5,0.3,x,0.4,-4,2,7,4,13,1657,-2
CC(=O)NC1(C(F)(F)F)N=C(c2ccccc2)NC1=O (stereo not drawn),2,1.7,0.35,-0.3,15,-2,-28,-1,0,1450,-1
Cc1ccccc1Nc1nc(N)nc(COC(=O)c2cccn2C)n1,6,0.7,x,1.1,6,-1,-13,-1,6,1785,2
O=C(NCc1ccco1)C(C(=O)c1ccccc1)n1ccccc1=O (stereo not drawn),-1,1.3,0.35,-0.1,2,-6,-6,-11,-3,1363,10
O=c1oc2cc(Oc3ccc(C(F)(F)F)cc3[N+](=O)[O-])ccc2c2c1CCCC2,2,3.4,0.32,-3.1,4,-3,x,5,-4,1398,44
OC(COCc1ccc(Cl)cc1)CN1CCc2ccccc2C1 (stereo not drawn),6,-0.1,-1.5,-0.4,73*,2,9,1,8,1679,13
C(=C\c1ccccc1)/C=N/N1CCN(c2ccccn2)CC1,1,3.2,x,-1.3,-4,2,x,5,4,1640,10
CCn1nc(C(=O)OCC(=O)NCC(C)C)c2ccccc2c1=O,10,1.6,-0.27,-1.0,5,-1,-3,2,12,1554,-4
O=C(Nc1ccc2c(c1)OCCO2)C1CCCN(S(=O)(=O)Cc2ccccc2)C1 (stereo not drawn),-2,1.0,-0.86,0.9,8,1,x,-11,-9,1299,3
Cc1cc(NC(=O)COC(=O)CCNS(=O)(=O)c2cccc(C(F)(F)F)c2)no1,1,1.4,-0.44,-0.5,-4,-5,-1,5,8,1652,2
S=C(Nc1ccccc1)Nc1cccc(Br)c1,-1,0.5,-0.025,-1.2,14,-2,-10,-2,-1,1533,21
CN(c1ccc([N+](=O)[O-])cc1/C=N/NC(=O)COc1ccccc1)C1CCCCC1,-2,4.4,0.79,0.6,91*,2,-1,-3,-10,1555,7
N#CC1=C(S)N(c2ccccc2)C(c2ccc(-c3ccccc3Cl)o2)NC1=O (stereo not drawn),-2,2.0,x,-0.4,-4,-2,-9,5,-1,1459,2
COCc1cc(CN2CCN(Cc3ccsc3)C(CCO)C2)ccc1OC (stereo not drawn),-1,1.5,0.45,-0.5,-2,-4,-14,6,1,1550,9
Cc1cccc(-n2nnc3c(=O)n(Cc4ccccn4)cnc32)c1,-8,4.9,0.23,0.1,-1,-5,-8,-2,-7,1481,13
O=C(CCCN1C(=O)c2cccc3cccc(c23)C1=O)N1CCN(c2ccccc2)CC1,0,6.0,x,0.6,43,-3,4,4,9,1516,39
O=C(Nc1ccccc1)Nc1ccc2ncoc2c1,-8,0.4,0.32,-0.1,-3,0,-19,-2,-4,1429,-7
Clc1ccc(OCCCN2CCCCC2)c(Br)c1,1,1.1,-1.5,0.4,99*,0,-6,1,4,1491,-21
